# Source: PubChem BioAssay
# tim10-1 inh – growth inhibitors of tim10-1 mutant yeast, primary screen, luminescence, uHTS | S. cerevisiae tim10-1 ts strain growth, BacTiter-Glo, 24 h | AID 463190, 2010 | inhibition, % at 20 µM | 330,000 compounds, 2.2% hits;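 active means inhibition of at least 40%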;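 further: mutant grown at 25 °C; 0% = DMSO wells with yeast and 100% = wells holding no yeast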
# mIAP inh – inhibitors of mouse IAP, primary screen, biochemical, luminescence, uHTS | purified mouse IAP, CDP-Star luminescence, 30 min | 330,000 compounds, 0.2% hits | AID 2806, 2010 | inhibition, % at 10 µM | intestinal alkaline phosphatase [Mus musculus];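 active means inhibition of at least 40% at 10 µM in the primary screen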;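 further: plate controls were DMSO with enzyme for no effect and no enzyme wells for full effect; values of inactives mirror those of a sister screen read the other way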
# hIAP block – human IAP inhibitors, primary screen, biochemical, luminescence, uHTS; AID 2544, 2010; inhibition, % at 10 µM; 330,000 compounds, 0.12% hits; purified IAP, CDP-Star luminescence, 30 min;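 active means inhibition reaching a set limit with compound at 10 µM in the primary screen, cut at about 35% in these data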;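 further: plate controls were DMSO wells with enzyme for no effect and no-enzyme buffer wells for full effect; values of inactives mirror those of a sister screen read the other way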
# Target sequence (P09923 whole entry, looked up): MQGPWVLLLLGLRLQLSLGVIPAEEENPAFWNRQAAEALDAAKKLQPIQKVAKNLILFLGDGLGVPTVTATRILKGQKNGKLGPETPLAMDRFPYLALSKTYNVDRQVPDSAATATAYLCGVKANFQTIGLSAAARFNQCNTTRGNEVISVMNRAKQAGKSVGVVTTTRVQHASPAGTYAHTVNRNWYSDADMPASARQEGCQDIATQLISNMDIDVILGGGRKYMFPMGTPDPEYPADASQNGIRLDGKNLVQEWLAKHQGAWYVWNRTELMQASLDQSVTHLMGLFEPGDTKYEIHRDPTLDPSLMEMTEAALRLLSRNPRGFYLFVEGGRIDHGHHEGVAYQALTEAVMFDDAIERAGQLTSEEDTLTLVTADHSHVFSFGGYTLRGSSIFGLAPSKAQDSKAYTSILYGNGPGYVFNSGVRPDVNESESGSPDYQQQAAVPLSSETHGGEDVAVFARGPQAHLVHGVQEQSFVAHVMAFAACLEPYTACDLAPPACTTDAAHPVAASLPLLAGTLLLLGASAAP
# mIAP act – activators of mouse IAP, primary screen, biochemical, luminescence, uHTS; intestinal alkaline phosphatase [Mus musculus]; muIAP, CDP-Star luminescence, 30 min; active compounds read high; 1 = vehicle-only enzyme signal, 0 = enzyme-free wells; activation factor at 10 µM; 330,000 compounds, 0.24% hits; AID 2805, 2010;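 active means activation factor of at least 2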; further: the source names both 10 and 20 µM as test concentration; values of inactives mirror those of a sister screen read the other way
#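 System: mouse IAP enzyme. Reagent: CDP-Star chemiluminescent phosphatase substrate. Benchmarks: DMSO wells, no-enzyme wells. Times: 30 min enzyme-substrate-compound incubation at room temperature. Detection: luminescence from enzymatic CDP-Star hydrolysis. Doses: test compounds delivered from DMSO solution.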
# beta cell repl – inducers of MIN6 beta-cell proliferation, primary screen, ATP luminescence, uHTS | MIN6 cells proliferation, ATPlite luminescence, 48 h; cells starved in 0.2% serum; 100% = growth in 10% serum | proliferation, % at 10 µM | 330,000 compounds, 0.29% hits;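 active means compounds whose signal lies at least 3.5 SD above the mean of all wells on their plate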;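 further: 0% = DMSO-treated cells in low-serum medium and 100% = 10% serum control; some compounds called inactive have numbers as strong as hits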
# TIM10 inh – growth inhibitors of isogenic TIM10 control yeast, primary screen, counter-screen for tim10-1 yeast inhibitor project, luminescence, uHTS | S. cerevisiae TIM10 strain growth, BacTiter-Glo luminescence, 24 h | inhibition, % at 10 µM | AID 463195, 2010 | 330,000 compounds, 1.4% hits;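 active means inhibition of 40% or more at the single tested concentration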;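 further: wild-type TIM10 isogenic control strain grown at permissive 25 °C; 0% = DMSO yeast wells and 100% = minimal medium wells without yeast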
# APOBEC3A inh – APOBEC3A ssDNA deaminase inhibitors, primary screen, selectivity assay for APOBEC3G inhibitor project, biochemical, FAM/TAMRA oligo cleavage fluorescence; recombinant A3A, FAM/TAMRA ssDNA deamination fluorescence; inhibition, % at 20 µM; 330,000 compounds, 0.41% hits; AID 493011, 2011;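 active means at least 40% inhibition at 20 µM here, with at most 30% in a related deaminase screen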;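 further: plate controls were A3A with DMSO for no effect and wells lacking A3A enzyme for full effect; some results filed as inactive read as strong as hits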
# Target sequence (P31941 whole entry, looked up): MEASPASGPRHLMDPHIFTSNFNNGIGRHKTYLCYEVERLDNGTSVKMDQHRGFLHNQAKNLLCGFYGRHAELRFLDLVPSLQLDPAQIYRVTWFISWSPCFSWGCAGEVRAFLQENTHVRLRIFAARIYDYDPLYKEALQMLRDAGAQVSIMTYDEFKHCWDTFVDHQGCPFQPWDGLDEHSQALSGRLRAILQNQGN
# APOBEC3G inh – APOBEC3G DNA deaminase inhibitors, primary screen, biochemical, fluorescence, single-stranded DNA substrate, uHTS; recombinant A3G, ssDNA deamination FAM/TAMRA fluorescence; inhibition, % at 20 µM; 330,000 compounds, 0.28% hits; AID 493012, 2011;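 active means inhibition of at least 40% at 20 µM, with no more than 30% in the related APOBEC3A deaminase screen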;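 further: plate controls were DMSO wells with A3G for no effect and wells lacking A3G enzyme for full effect; some compounds called inactive have numbers as strong as hits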
# Target sequence (Q9HC16 whole entry, looked up): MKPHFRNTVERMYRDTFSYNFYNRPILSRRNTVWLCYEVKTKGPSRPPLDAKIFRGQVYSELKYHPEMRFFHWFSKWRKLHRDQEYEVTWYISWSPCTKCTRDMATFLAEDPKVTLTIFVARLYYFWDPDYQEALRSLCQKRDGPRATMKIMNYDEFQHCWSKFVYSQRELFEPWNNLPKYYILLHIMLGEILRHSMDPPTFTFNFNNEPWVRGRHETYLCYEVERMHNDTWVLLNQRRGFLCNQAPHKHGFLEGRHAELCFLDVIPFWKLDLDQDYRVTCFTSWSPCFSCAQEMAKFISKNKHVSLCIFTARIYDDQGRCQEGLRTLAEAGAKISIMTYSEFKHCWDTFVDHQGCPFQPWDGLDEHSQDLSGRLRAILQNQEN
# NALP3 yeast inh – NALP3 inflammasome inhibitors in reconstituted yeast, primary screen, luminescence, uHTS | AID 2825, 2010 | inhibition, % at 10 µM | 330,000 compounds, 0.39% hits | Yeast reconstituted NLRP3/ASC/caspase-1, beta-gal luminescence, 24 h;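 active means inhibition of 50% or more; inactive means inhibition below 50%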;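 further: plate controls were induced DMSO wells for no effect and uninduced yeast grown without galactose for full effect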
# * hit, by the source's call; · = no result given.
SMILES,tim10-1 inh,mIAP inh,hIAP block,mIAP act,beta cell repl,TIM10 inh,APOBEC3A inh,APOBEC3G inh,NALP3 yeast inh
Cc1cccc(C)c1OCc1cc(C(=O)N2CCN(Cc3nccn3C)CC2)no1,-6,4,-10,0.96,-1,11,-1,-2,12
O=C(Nc1cccnc1)c1cccc(S(=O)(=O)Nc2cccc(Cl)c2)c1,-10,4,-6,0.96,-4,3,7,-3,15
Cc1cc2nc(/N=C(\N)NC(=O)C(C)C)nc(C)c2cc1C,15,16,-13,0.84,-3,33,-2,5,-5
CC(=O)N1CCN(S(=O)(=O)c2c(C)n(C)c(=O)n(C)c2=O)CC1,5,-3,19,1,-5,7,1,-3,-9
Cc1onc(-c2c(F)cccc2Cl)c1C(=O)OCC(=O)c1c(N)n(C)c(=O)n(C)c1=O,15,0,-2,1,1,18,9,5,3
Cc1ccc2oc(=O)c(/C=C(\O)C(C)(C)C)nc2c1,6,-4,5,1,0,-9,-5,-11,9
CC(C)Sc1nc(NCc2ccco2)c2c3c(sc2n1)COC(C)(C)C3,26,4,4,0.96,-5,27,4,-4,9
Cc1ccc2nc(-c3ccccc3)oc(=O)c2c1,12,0,-8,1,-4,5,0,-1,25
O=C(Nc1ccncc1)c1cc2ccccc2cc1O,0,6,6,0.94,-4,0,-3,-11,7
CCO[C@@H]1OC(C(=O)NCc2ccccc2)=C[C@H](c2ccc(Br)cc2)[C@H]1CCCO,21,-5,-19,1.1,-7,10,-5,-11,1
Cn1c(=NC(=O)CS(=O)(=O)c2ccc(F)cc2)sc2ccccc21,10,10,-5,0.9,0,13,0,-5,3
CN(CC(=O)Nc1ccc(N2CCOCC2)cc1)C(=O)CSc1ccc(Br)cc1,3,-3,-14,1,-4,1,-4,-4,15
COc1cccc(CNc2ccc(Br)cn2)c1O,23,7,-2,0.93,-3,32,-3,-7,36
Cc1ccc(NC(=O)CCCC(=O)O)c(-c2nc3ccccc3[nH]c2=O)c1,4,-1,7,1,0,11,-1,1,10
O=C(NCc1ccc2c(c1)OCO2)c1n[nH]c(=O)c2ccccc12,-11,-4,2,1,1,-7,3,-1,14
O=C(CSc1nc2ccccc2s1)N1CCOCC1,7,-3,-21,1,-2,-23,-3,-5,11
Cc1cc(C)c2c(NC(=O)C3CC3)nn(C)c2n1,9,9,-10,0.91,2,-4,-2,-5,-4
Cc1nc2ccccc2n1/C(=N/S(=O)(=O)c1ccc(Br)cc1)c1ccccc1,5,5,10,0.95,-3,-4,-2,32,17
CCOC(=O)c1nc(N)c(=O)n(-c2ccccc2)n1,11,-5,-3,1.1,-3,8,-2,-4,-8
Cc1cccc(N2CCN(C(=O)c3ccc(CNc4c(N5CCC(C)CC5)c(=O)c4=O)cc3)CC2C)c1 (stereo not drawn),23,-5,-13,1,-4,11,0,1,22
O=C(NNS(=O)(=O)c1ccccc1)c1cnn(-c2ccc(Cl)cc2)c1C(F)(F)F,-19,-1,-3,1,1,-12,-3,-9,10
Cn1c(=O)oc2cc(S(=O)(=O)Nc3ccc(Cl)cc3)ccc21,19,6,-8,0.94,-2,0,-4,-9,3
O=C(N/N=C/c1ccc(OCCCF)cc1)c1ccc(C(F)(F)F)cc1,-10,-14,7,1.1,-1,-13,-2,-5,0
CC1=NN(c2ccccc2)C(=O)/C1=C\N1CC(C)OC(C)C1 (stereo not drawn),12,0,2,1,-1,7,-2,-11,-3
Cc1ccccc1C(=O)OC1CCCN(C)C1 (stereo not drawn),-8,8,-16,0.92,-1,-5,-5,-7,14
SMILES,tim10-1 inh,mIAP inh,hIAP block,mIAP act,beta cell repl,TIM10 inh,APOBEC3A inh,APOBEC3G inh,NALP3 yeast inh
CCOC(=O)N1CCN(C(=O)Nc2ccc(Cl)cc2)CC1,5,-5,-10,1,2,7,-3,-3,-4
COC(=O)/C=C1\S/C(=N/N=C/c2ccccc2)NC1=O,-5,-4,1,1,0,2,-1,-6,28
O=C(CN1CCN(S(=O)(=O)c2ccc(Cl)s2)CC1)NCc1ccc(Cl)cc1,16,-7,26,1.1,-2,19,-3,-9,9
CCN(Cc1ccncc1)C(=O)c1ccccc1NS(=O)(=O)c1ccc(Br)cc1,20,-8,-10,1.1,0,11,-5,-5,-56
CC(C)OC(=O)C1=C(N)N2C(=O)CSC2=C(C(=O)OC(C)C)C1,20,14,10,0.86,-2,-7,6,-1,13
CCNC(=O)CN1C(=O)NC2(CCCCCC2)C1=O,7,6,10,0.94,-1,5,-3,-6,1
CC(C)CN(C(=O)COc1ccc(C(C)(C)C)cc1)C1CCS(=O)(=O)C1 (stereo not drawn),24,-3,4,1,1,8,2,-3,-3
COc1cc(NC(=O)c2ccccc2C)c(OC)cc1NC(=O)CN1CCOCC1,11,-1,-13,1,-3,-12,-3,-6,1
Cc1ccc(C(=O)NNS(=O)(=O)c2ccc(F)cc2)cc1,-11,3,-5,0.97,1,-1,-3,-5,22
Cc1cccc(N2C(=O)CN(Cc3sccc3C)C2=S)c1,21,8,-4,0.92,0,31,2,4,16
COc1ccccc1N(C)S(=O)(=O)c1ccc(C(=O)Nc2ccc(C(N)=O)cc2)cc1,-7,1,2,0.99,5,4,-1,-7,9
CCC(CC)C(=O)Nc1ccc(S(=O)(=O)Nc2nccs2)cc1,-13,-7,-6,1.1,1,-11,3,-1,9
O=C(CCN1CCOCC1)NNC(=S)NC(=O)c1ccccc1,-4,14,-68,0.86,-3,-6,-1,19,18
NC(=O)Nc1ccc(Cl)cc1,-14,-9,-20,1.1,-2,-25,-5,-1,-2
Cc1ccc2nc(-c3cccc(Br)c3)cc(C(=O)NC3CC3)c2c1,-2,0,8,1,0,2,-3,-3,14
COCCn1c(SCC(=O)Nc2ccccc2OC)nc2c(oc3ccccc32)c1=O,21,12,-1,0.88,4,8,-4,-10,19
O=C(Oc1ccccc1)c1cccc(COC(=O)c2cnccn2)c1,38,25,3,0.75,1,5,5,-2,6
Cc1cccc(NC(=O)CN2C(=O)N/C(=C\c3ccccc3OCc3ccc(C(=O)O)cc3)C2=O)c1,17,-1,0,1,0,-9,5,1,19
CCCCCc1cc(=O)[nH]c(=S)[nH]1,-6,3,-1,0.97,-2,13,-3,-6,14
N#Cc1c(NC(=O)c2cccnc2)sc2c1CCC2,7,9,5,0.91,-2,-7,8,4,25
O=c1c2c(ncn2C2CCCC2)n(Cc2ccccc2)c(=O)n1CCOc1ccccc1,13,-5,-9,1,-4,26,3,-3,11
CCOc1ncccc1C(=O)OCc1cn2cc(Cl)ccc2n1,19,1,-2,0.99,-2,9,1,-3,35
Cc1cccc2cc(CN(Cc3ccccc3)C(=O)N(C)C)c(=O)[nH]c12,14,3,-2,0.97,-1,15,-2,-4,-1
O=C(CSc1nnc2ccccn12)N1CCc2ccccc21,-3,6,-5,0.94,-6,-13,4,-2,7
CNC[C@H]1Oc2ccc(NC(=O)Nc3ccc(OC)cc3)cc2C(=O)N([C@@H](C)CO)C[C@H]1C,-1,-199,-4,3*,-3,-3,1,-4,2

# Pulled by structure from the list above (4):
SMILES,tim10-1 inh,mIAP inh,hIAP block,mIAP act,beta cell repl,TIM10 inh,APOBEC3A inh,APOBEC3G inh,NALP3 yeast inh
CCN(Cc1ccncc1)C(=O)c1ccccc1NS(=O)(=O)c1ccc(Br)cc1,20,-8,-10,1.1,0,11,-5,-5,-56
Cc1ccc2nc(-c3cccc(Br)c3)cc(C(=O)NC3CC3)c2c1,-2,0,8,1,0,2,-3,-3,14
O=C(CSc1nnc2ccccn12)N1CCc2ccccc21,-3,6,-5,0.94,-6,-13,4,-2,7
O=c1c2c(ncn2C2CCCC2)n(Cc2ccccc2)c(=O)n1CCOc1ccccc1,13,-5,-9,1,-4,26,3,-3,11

# Continuation.
SMILES,tim10-1 inh,mIAP inh,hIAP block,mIAP act,beta cell repl,TIM10 inh,APOBEC3A inh,APOBEC3G inh,NALP3 yeast inh
CCOC(=O)C1CCN(c2cc3c(cc2NC(=O)c2ccc(OC)c(OC)c2)n(C)c(=O)n3C)CC1,24,2,-33,0.98,2,16,-2,-3,1
COc1cc(N2CCCC2)c(OC)cc1/C=C1/NC(=S)NC1=O,-2,8,-9,0.92,0,0,2,5,24
C[C@]12c3[nH]c4ccc(Cl)cc4c3CCN1C(=O)[C@@H](CC(=O)NCCN1CCOCC1)C[C@@H]2C(=O)N1CCCCC1,-1,-6,·,1.1,·,-6,-1,1,·
O=C(c1ccc(Cl)cc1)c1coc2ccc(O)cc12,7,5,9,0.95,-5,-12,-2,-4,28
CCC1CCCCN1CCCNC(=O)Cn1cnc2sc(C)c(S(=O)(=O)N3CC(C)CC(C)C3)c2c1=O (stereo not drawn),-4,4,6,0.96,-4,15,-2,-5,6
CC1C(=O)C(C)C(c2ccc(Br)cc2)NC1c1ccc(Br)cc1 (stereo not drawn),48*,2,-7,0.98,-7,9,-7,-4,5
CCOc1cc(-c2c(C#N)c(N)nc3c2CCCC3C)ccc1O (stereo not drawn),46*,4,-15,0.96,3,37,-2,-5,-14
Cc1ccc(CC(CC(=O)O)C(=O)NCC23CC4CC(CC(C4)C2)C3)cc1 (stereo not drawn),12,-2,-15,1,4,6,7,-8,4
CCc1cccc(CC)c1NC(=S)NCc1ccc2c(c1)OCO2,39,-7,4,1.1,0,41*,-3,-4,6
O=C(Nc1cccc(Cl)c1N1CCOCC1)c1ccco1,-27,-3,7,1,3,-13,-1,-8,9
COc1ccc(Oc2cc(C(F)(F)F)nc(N(C)C)n2)cc1,10,11,22,0.89,0,13,-4,-5,10
COCCn1c(SCC(=O)Nc2cc(C)cc(C)c2)nc2ccccc2c1=O,5,9,-27,0.91,-2,6,-1,6,18
CCCCNC(=O)C(C)N(CCN(C)C)C(=O)CCCCCN1C(=O)NC(c2ccc(Cl)cc2)C(C(=O)OCc2ccccc2)=C1C (stereo not drawn),18,-16,·,1.2,·,4,3,3,·
COc1ccccc1CN1CCNC(=O)C1CC(=O)NCCOc1cccnc1 (stereo not drawn),5,12,12,0.88,-3,10,-1,-5,-4
COCc1cc(=O)[nH]c(-c2ccccc2)n1,10,1,-4,0.99,-1,7,-1,-6,-13
COc1ccccc1-n1cnnc1SCC(=O)NC1CCS(=O)(=O)C1 (stereo not drawn),11,-7,13,1.1,-2,2,0,-9,1
c1ccc(-c2nc(N3CCCCC3)nc3ccccc23)cc1,13,-36,-1,1.4,-3,16,1,-6,-27
Cc1cc(C)n2nc(C(=O)Nc3ccc(S(=O)(=O)N4CCCC4)cc3)nc2n1,-4,2,2,0.98,-1,-4,1,-2,0
COCCCn1c(SCC(N)=O)nnc1-c1ccccc1,20,-2,0,1,-3,-2,-1,-5,-15
COc1cccc(/C=N\NC(=O)C2C(=O)NCC2c2ccccc2)c1O (stereo not drawn),4,-6,-3,1.1,-1,-2,-4,-7,20
Cc1c(NC(=O)CSc2nccn2C)c(=O)n(-c2ccccc2)n1C,2,2,7,0.98,2,-10,3,-2,-10
